# HT1080 cytotoxicity = HT1080 cell viability loss – fluorescence readout (AID 620) | cytotoxicity, % at 10 µM, or EC50 in µM where a hit was titrated | hit rate 0.42% among 87,000 | HT1080 viability, fluorescence; higher % means a stronger effect;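 further: cells exposed to compound overnight then 4 h with Alamar Blue; 0% = vehicle DMSO and 100% = killing control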
# PMK inhibit = blocks S. pneumoniae phosphomevalonate kinase; purified PMK, PK/LDH-coupled NADH absorbance 340 nm; inhibition, % at 10 µM; hit rate 0.49% among 65,000; AID 539;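 active means top-ranked compounds by inhibition in the single 10 µM screen, taking a fixed number of the strongest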;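 further: 0% = full reaction with DMSO carrier and 100% = background rate without enzyme reaction; no value below 0 was filed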
# Bfl-1 inhibitors = displacement of Bid BH3 peptide from Bfl-1 – biochemical, fluorescence polarization, FITC-Bid, mouse, primary screen (AID 432); FITC-Bid BH3 peptide fluorescence polarization displacement; higher % means a stronger effect; one-dose displacement, % at 20 µM; IC50 in µM for titrated hits; hit rate 0.02% among 64,000; in the data active means a potency from the dose series; inactive means the rest, 99 in 100 with displacement below about 15%; further: strong numbers were not always called active
# HPDE-C7 cytotoxicity = HPDE-C7 pancreatic duct cell viability loss – fluorescence, HTS (AID 430) | HPDE-C7 pancreatic duct cells viability, fluorescence; higher % means a stronger effect | cytotoxicity, % at 10 µM; hits with a dose series show EC50 in µM | hit rate 1.8% among 63,000;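 further: cells exposed to compound for 48 hours before viability readout; 0% = vehicle and 100% = reference cytotoxic drug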
# LYP inhibition = inhibition of human PTPN22 tyrosine phosphatase – biochemical, DiFMUP fluorescence, recombinant catalytic domain, 10 µM, primary screen (AID 606). recombinant LYP catalytic domain, DiFMUP fluorescence; higher % means a stronger effect. inhibition, % at 10 µM; hits with a dose series show IC50 in µM. 52,000 tested, under 10 active;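 active means IC50 under 40 µM in the dose-response test; inactive means IC50 of 40 µM or more, or never dose-tested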
# TNAP inhibition = inhibition of tissue-nonspecific alkaline phosphatase – biochemical, luminescent (AID 518) | hit rate 0.09% among 64,000 | purified TNAP enzyme, luminescent substrate readout; higher % means a stronger effect | inhibition, % at 20 µM, or IC50 in µM where a hit was titrated; in the data active means a potency from the dose series; inactive means the rest, 99 in 100 with inhibition below about 22%;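 further: plate controls were vehicle for no effect and reference inhibitor for full effect; many of its hits are not listed in these tables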
# MK inhibit = S. pneumoniae mevalonate kinase inhibition. hit rate 0.48% among 65,000. purified MK, PK/LDH-coupled NADH absorbance 340 nm. AID 555. inhibition, % at 10 µM;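 active means ranked among the strongest by inhibition in the single 10 µM screen, a fixed top-ranked set picked for dose follow-up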; further: no value below 0 was filed
# DPM-DC inhibit = blocks S. pneumoniae diphosphomevalonate decarboxylase; purified DPM-DC, PK/LDH coupled NADH fluorescence; calls only at 10 µM; hit rate 0.49% among 65,000;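 active means the 320 compounds with the highest percent inhibition in the single-dose primary screen, excluding strongly autofluorescent ones, cut at about 32% in these data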;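 further: kinetic rate of NADH fluorescence loss reporting ADP formed by the decarboxylase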
# HPDE-C7K KRASV12 = cytotoxicity in KRAS-transformed pancreatic duct cells, primary screen, cell-based, fluorescence, HTS (AID 431); HPDE-C7K KRASV12 cells, Alamar Blue viability, 48 h; higher % means a stronger effect; cytotoxicity, % at 10 µM, or EC50 in µM where a hit was titrated; hit rate 1.7% among 63,000;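 active means compounds whose percent cytotoxicity in the single-dose primary screen, scaled between solvent and toxic-drug controls, exceeds 50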;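 further: 0% = DMSO solvent wells and 100% = doxorubicin-treated wells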
# PMK inhibit pilot replicates = second read-out of PMK inhibit, no call of its own (marks repeat the call); inhibition, %; measured here: pilot screen replicates
# MK inhibit pilot replicates = second read-out of MK inhibit, no call of its own (marks repeat the call); inhibition, %; measured here: pilot screen replicates
# DPM-DC inhibit pilot screen % = also measured in DPM-DC inhibit; calls as there; inhibition, %; measured here: pilot screen trials
# An asterisk follows results filed as active; i = inactive; x = no result given; + = active, no number. Unless noted, no stated cut-off is given here; in the data, active means cytotoxicity above about 50%; inactive means the rest.
SMILES,HT1080 cytotoxicity,PMK inhibit,Bfl-1 inhibitors,HPDE-C7 cytotoxicity,LYP inhibition,TNAP inhibition,MK inhibit,DPM-DC inhibit,HPDE-C7K KRASV12,others
CCOC(=O)c1c(-c2ccc(C)o2)csc1NC(=O)COC(=O)c1cccs1,-2%,14,2%,-14%,-7%,9%,4,i,3%,PMK inhibit pilot replicates=2.0;MK inhibit pilot replicates=0.0;DPM-DC inhibit pilot screen %=0.0
CC(C)(C)C(=O)N=C1SC2CS(=O)(=O)CC2N1c1ccc2c(c1)OCO2 (stereo not given),7%,3,-1%,-17%,-2%,8%,2,i,3%,PMK inhibit pilot replicates=6.5;MK inhibit pilot replicates=10;DPM-DC inhibit pilot screen %=1.0
Cc1nnc(SCC(=O)N2CCc3ccccc32)n1-c1ccccc1,12%,0,-9%,3%,1%,8%,6,i,-13%,
CC(=O)c1ccc(NC(=O)C2CCCN2S(=O)(=O)c2ccc(F)cc2)cc1 (stereo not given),1%,3,1%,-6%,x,9%,7,i,-6%,
COc1ccc(-n2c(Cc3cc(=O)[nH]c(=O)[nH]3)nnc2SCC(=O)N2CCC(C)CC2)cc1,-3%,6,-8%,5%,-6%,8%,3,i,4%,
Nn1c(CSc2ccccn2)nc2ccccc2c1=O,-7%,8,-7%,4%,-8%,-2%,6,i,-4%,
CSCCC(N=CC1=C(O)CC(C)(C)CC1=O)C(=O)O (stereo not given),7%,14,0%,-32%,3%,-1%,1,i,-13%,PMK inhibit pilot replicates=1.5;MK inhibit pilot replicates=4.5;DPM-DC inhibit pilot screen %=3.5
CC(=O)c1c(OCC(=O)O)ccc2c(C)cc(=O)oc12,1%,5,-9%,-22%,10%,10%,4,i,13%,PMK inhibit pilot replicates=3.0;MK inhibit pilot replicates=0.0;DPM-DC inhibit pilot screen %=8.0
COc1ccc(Nc2nc(N)nc(CN3CCc4ccccc4C3)n2)cc1,8%,0,1%,4%,3%,6%,1,i,10%,
CCOC(=O)C1CCCN(C(=O)c2cn(C)c(=O)c3cc(OC)c(OC)cc23)C1 (stereo not given),-2%,16,-7%,1%,-10%,11%,8,i,8%,PMK inhibit pilot replicates=1.5;MK inhibit pilot replicates=0.0;DPM-DC inhibit pilot screen %=0.5
CCCOc1cccc(C(=O)N(Cc2cccs2)C2CCS(=O)(=O)C2)c1 (stereo not given),-11%,3,-2%,-2%,-3%,10%,2,i,-11%,
CCOC(=O)N1CCC(NC(=O)c2cnn3ccccc23)CC1,5%,15,5%,-6%,12%,13%,23,i,4%,PMK inhibit pilot replicates=1.0;MK inhibit pilot replicates=2.5;DPM-DC inhibit pilot screen %=8.0
O=C(NCc1ccc2c(c1)OCO2)C1CC(=O)N(CCc2ccccc2)C1 (stereo not given),-1%,10,-2%,-5%,14%,13%,7,i,9%,
COc1ccc(OC)c(NC(=O)CS(=O)(=O)c2ccccc2)c1,2%,0,-4%,12%,3%,15%,0,i,-3%,PMK inhibit pilot replicates=6.0;MK inhibit pilot replicates=0.0;DPM-DC inhibit pilot screen %=3.0
CCCCOC(=O)Cc1c(O)c2ccccc2[nH]c1=O,-3%,11,-2%,-3%,16%,4%,5,i,-2%,
O=C(CSc1nc2c(c(=O)n1-c1ccccc1)SCC2)N1CCOCC1,-6%,17,5%,-8%,6%,11%,9,i,-5%,
COC(=O)c1ccccc1NC(=O)c1cc(-c2cccc(OC)c2)on1,9%,11,-2%,x,x,6%,2,i,x,
O=C(Cn1nnc(-c2cc(Cl)ccc2-n2cnnn2)n1)N1CCCc2ccccc21,-8%,8,-5%,-19%,0%,5%,8,i,0%,PMK inhibit pilot replicates=0.5;MK inhibit pilot replicates=2.5;DPM-DC inhibit pilot screen %=2.5
Cc1cc2c(nn1)CCc1nonc1-2,8%,0,-1%,-13%,0%,5%,1,i,-14%,
Nc1c(C(=O)OCC2CCCO2)c2nc3ccccc3nc2n1C1CCCC1 (stereo not given),24%,2,-1%,37%,x,7%,0,x,45%,
CN(C)S(=O)(=O)c1cccc(-c2cn3ccccc3n2)c1,-1%,6,0%,3%,12%,8%,0,i,11%,
COC(=O)c1ccc(COc2ccc3c4c(c(=O)oc3c2)CCC4)o1,0%,3,0%,8%,-6%,8%,4,+,4%,
COc1ccc(S(=O)(=O)Nc2ccccc2SC)cc1C,2%,0,0%,-3%,10%,15%,3,i,7%,PMK inhibit pilot replicates=5.0;MK inhibit pilot replicates=0.0;DPM-DC inhibit pilot screen %=4.0
Cc1ccc(S(=O)(=O)C2(C(=O)N3CCN(C4CCCCC4)CC3)CC2)cc1,-5%,9,-7%,6%,x,2%,1,i,-7%,
CCn1c(C)c(C(C)=O)c(N2CCN(C(=O)c3ccco3)CC2)nc1=S,-1%,8,-2%,2%,-9%,9%,8,i,6%,
CCC(=O)N1C(C(=O)O)CSC1c1ccc(OC)cc1 (stereo not given),-3%,0,-2%,-6%,-15%,10%,0,i,5%,
Cc1cc2c(=O)n(Cc3ccco3)c(SCC(=O)c3ccc(Cl)s3)nc2s1,4%,3,-4%,8%,16%,6%,2,i,1%,
CC1CCc2nn(CC(=O)NCc3ccc4c(c3)OCO4)cc2C1 (stereo not given),2%,10,-2%,-2%,2%,18%,17,i,3%,PMK inhibit pilot replicates=0.0;MK inhibit pilot replicates=4.0;DPM-DC inhibit pilot screen %=2.5
Cn1c(=O)c2c3c(sc2n2c(SCc4ccc5c(c4)OCO5)nnc12)COC(C)(C)C3,11%,4,-1%,9%,16%,-2%,6,i,-4%,
COc1ccc(-n2c(C)cc(C(=O)CSc3nnc(-c4ccoc4C)n3C)c2C)cc1,43%,17,-5%,-10%,10%,1%,0,i,-12%,
N#Cc1c(SCC(N)=O)nc(-c2ccccc2)c2c1CCCC2,-9%,7,-7%,10%,9%,15%,13,i,-2%,
O=C(NCCn1ccc2ccccc21)c1ccc(S(=O)(=O)N2CCOCC2)cc1,-4%,14,2%,0%,-7%,5%,5,i,-9%,
O=C(c1cc(-c2ccccc2)nc2ccccc12)N1CCN(c2ccccn2)CC1,0%,5,6%,17%,14%,7%,7,i,27%,
O=C(Nc1ccc2c(c1)OCO2)c1cccc(F)c1,2%,0,-9%,4%,3%,5%,5,i,5%,
C1=Nc2c(Nc3ccccc3)ncnc2Oc2ccccc21,-4%,13,-2%,-10%,-2%,15%,11,i,6%,
CCOC(=O)Nc1ccc(C(=O)Oc2ccccc2)c(O)c1,-2%,10,-5%,-10%,-10%,10%,0,i,4%,
C=C(C)CC1N(c2cccc(OC)c2)C(=O)C2C(C(=O)O)C3C=CC21O3 (stereo not given),-1%,5,-1%,-5%,-14%,4%,0,i,-1%,
CC1(C)CC(=O)c2cnc(NC(=O)Cc3ccc(Cl)cc3)nc2C1,-1%,0,2%,-23%,6%,16%,6,i,-2%,PMK inhibit pilot replicates=5.0;MK inhibit pilot replicates=0.0;DPM-DC inhibit pilot screen %=1.5
CCn1c(SCC(=O)Nc2nc(-c3ccccc3)cs2)nnc1-c1ccccc1,15%,0,0%,28%,x,-12%,10,i,23%,
O=C(NCCN1CCCC1)c1ccc2c(=O)n(CCc3ccccc3)c(=O)[nH]c2c1,-14%,2,-12%,-6%,x,13%,17,i,-1%,
COc1cccc(S(=O)(=O)N2CCN(c3ccccc3F)CC2)c1,-14%,4,0%,11%,-5%,15%,12,i,3%,
Cc1cc(C)n2c(SCC(=O)Nc3ccccc3)nnc2n1,0%,13,-11%,-19%,x,4%,4,i,-25%,
CSCCC(NC(=O)c1ccccc1)c1nc(-c2ccccc2)no1 (stereo not given),-2%,11,1%,5%,6%,5%,7,i,6%,
O=C1CCCc2c1nn(-c1ccccc1)[n+]2[O-],0%,0,1%,-3%,15%,20%,1,i,8%,PMK inhibit pilot replicates=2.0;MK inhibit pilot replicates=0.0;DPM-DC inhibit pilot screen %=2.5
CCCCN(C(=O)c1ccco1)c1nnc(-c2cc(OC)c(OC)c(OC)c2)s1,-6%,0,-21%,50%,9%,4%,8,x,25%,
O=C1NCCCC1C(=O)Nc1ccccn1 (stereo not given),-4%,13,-6%,-12%,x,4%,9,i,-14%,
CCCc1cc(C(=O)Cc2ccc(C(=O)OCC)o2)c(O)cc1O,-7%,2,-8%,24%,1%,10%,7,i,24%,
CCOc1cccc(NC(=O)c2ccc(S(=O)(=O)N3CCCC3)cc2)c1,x,7,0%,-4%,7%,-4%,0,i,2%,
CCc1nc(SC)[nH]c(=O)c1C,-9%,14,-3%,-7%,1%,6%,14,i,-8%,
CCn1cc(C(=O)NC2CCCCC2)c(=O)c2cc(S(=O)(=O)N(C)C)ccc21,-9%,6,2%,-8%,-11%,-1%,1,i,-17%,
# The list continues.
SMILES,HT1080 cytotoxicity,PMK inhibit,Bfl-1 inhibitors,HPDE-C7 cytotoxicity,LYP inhibition,TNAP inhibition,MK inhibit,DPM-DC inhibit,HPDE-C7K KRASV12,others
CSCc1nnc(NC(=O)c2ccc(S(=O)(=O)N(CC(C)C)CC(C)C)cc2)o1,6%,16,-5%,62%*,15%,9%,2,i,57%*,
CCN(CC)c1ccc(/C=N/n2c(=S)[nH]nc(C)c2=O)cc1,3%,0,-4%,10%,12%,6%,4,+,4%,
CCC(c1nnnn1Cc1ccc2c(c1)OCO2)N1CCN(c2ccc(OC)cc2)CC1 (stereo not given),-15%,17,-6%,14%,x,3%,15,i,15%,
CCN1C(=O)c2cccc3c(S(=O)(=O)NCc4ccco4)ccc1c23,7%,3,5%,3%,x,3%,8,i,-11%,
O=C(Nc1cccnc1)c1ccc(Oc2ccccc2)cc1,6%,2,-1%,37%,5%,23%,5,i,47%,
CC(C)c1ccc(-c2nnn(Cc3nc4ccccc4s3)n2)cc1,-8%,13,-2%,15%,8%,18%,0,i,27%,
Cc1nc2ccccc2c2c1C(=O)N(C(C)C)C2=O,6%,0,0%,-14%,-1%,-2%,10,i,-20%,
Clc1ccc2oc(-c3ccccn3)nc2c1,2%,14,-5%,2%,6%,12%,11,i,-5%,
O=C(Nc1nc(-c2ccccn2)cs1)C1COc2ccccc2O1 (stereo not given),14%,4,2%,26%,9%,-5%,0,i,15%,
Cc1c(NCc2nc3ccccc3[nH]2)c(=O)n(-c2ccccc2)n1C,0%,0,2%,-12%,-1%,-21%,5,i,-8%,
CCOC(=O)c1sc(C)c2c(=O)n(CC)nnc12,1%,8,-3%,0%,-1%,8%,7,i,5%,PMK inhibit pilot replicates=1.0;MK inhibit pilot replicates=0.0;DPM-DC inhibit pilot screen %=4.0
COCc1nnc(NC(=O)CSc2ccc(C)cc2)s1,-15%,5,0%,-3%,1%,5%,6,i,2%,
CCCCCn1c(N(C)Cc2ccccc2)nc2c1c(=O)[nH]c(=O)n2C,1%,2,0%,-1%,6%,3%,4,i,8%,

# Pulled by structure from the list above:
SMILES,HT1080 cytotoxicity,PMK inhibit,Bfl-1 inhibitors,HPDE-C7 cytotoxicity,LYP inhibition,TNAP inhibition,MK inhibit,DPM-DC inhibit,HPDE-C7K KRASV12,others
N#Cc1c(SCC(N)=O)nc(-c2ccccc2)c2c1CCCC2,-9%,7,-7%,10%,9%,15%,13,i,-2%,
Cc1cc2c(nn1)CCc1nonc1-2,8%,0,-1%,-13%,0%,5%,1,i,-14%,

# From PubChem BioAssay
